# AGP1-GFP MLPCN – modulators of AGP1-GFP expression in yeast TOR pathway, primary screen, cell-based, multiplex flow cytometry, S. cerevisiae, MLPCN library; 3 h; GFP as percent of DMSO wells; GFP response vs DMSO, % at 10 µM; 0.02% of 320,000 active; AID 2066, 2009;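 active = GFP response relative to DMSO above a set limit, near screen average plus 3 SD, cut at about 150% in these data; inconclusive = fewer than 70 cells counted for the yeast strain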;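 also: median GFP channel fluorescence of the gated AGP1 strain per well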
# LAP4-GFP MLPCN – modulators of LAP4-GFP expression in yeast, primary screen, S. cerevisiae, multiplex flow cytometry, MLPCN library; 3 h; median GFP as percent of DMSO wells; GFP response vs DMSO, % at 10 µM; 0.34% of 320,000 active;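 active = GFP response vs DMSO above a set limit, about the screen mean plus 3 SD, cut at about 150% in these data; inconclusive = under 70 cell events counted for the yeast strain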
# MEP2 TOR yeast – modulators of MEP2-GFP levels in yeast, primary screen, S. cerevisiae, multiplex flow cytometry, MLPCN library. GFP response vs DMSO, % at 10 µM. 0.51% of 330,000 active. S. cerevisiae MEP2-GFP strain, 3 h; 100% = DMSO control level;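 active = GFP response versus DMSO above a set limit, roughly screen mean plus 3 SD, cut at about 180% in these data; inconclusive = fewer than 70 cells counted for a yeast strain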;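 also: median GFP fluorescence of the barcode-gated MEP2-GFP cells per well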
# RPL19A-GFP yeast – RPL19A-GFP expression modulators in yeast, primary screen, cell-based, S. cerevisiae, multiplex flow cytometry, MLPCN | percent response vs DMSO, % at 10 µM | 0.3% of 330,000 active | S. cerevisiae RPL19A-GFP strain, 3 h; active compounds read low;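 active = percent response vs DMSO below 50%; inconclusive = fewer than 70 events counted for the yeast strain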;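 also: median channel GFP fluorescence of the barcoded RPL19A-GFP strain; ratio of sample median GFP to plate DMSO average so 100% = DMSO; lower means less RPL19A-GFP as with rapamycin TOR inhibition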
# GRK2 aptamer HTS – compounds blocking aptamer binding on GRK2 – biochemical, human GRK2, bead flow cytometry, HTS, primary screen | 0.59% of 330,000 active | Beta-adrenergic receptor kinase 1 (Homo sapiens), P25098 | FAM-aptamer displacement from GRK2 | AID 488847, 2010 | inhibition of aptamer binding, % at 10 µM;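 active = inhibition of aptamer binding above 40%, roughly 3 SD of noise, on plates passing a quality check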;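 also: median bead fluorescence of bound FAM aptamer so fluorescent compounds give negative values; no value below 0 was filed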
# Target sequence (P25098 whole entry, looked up): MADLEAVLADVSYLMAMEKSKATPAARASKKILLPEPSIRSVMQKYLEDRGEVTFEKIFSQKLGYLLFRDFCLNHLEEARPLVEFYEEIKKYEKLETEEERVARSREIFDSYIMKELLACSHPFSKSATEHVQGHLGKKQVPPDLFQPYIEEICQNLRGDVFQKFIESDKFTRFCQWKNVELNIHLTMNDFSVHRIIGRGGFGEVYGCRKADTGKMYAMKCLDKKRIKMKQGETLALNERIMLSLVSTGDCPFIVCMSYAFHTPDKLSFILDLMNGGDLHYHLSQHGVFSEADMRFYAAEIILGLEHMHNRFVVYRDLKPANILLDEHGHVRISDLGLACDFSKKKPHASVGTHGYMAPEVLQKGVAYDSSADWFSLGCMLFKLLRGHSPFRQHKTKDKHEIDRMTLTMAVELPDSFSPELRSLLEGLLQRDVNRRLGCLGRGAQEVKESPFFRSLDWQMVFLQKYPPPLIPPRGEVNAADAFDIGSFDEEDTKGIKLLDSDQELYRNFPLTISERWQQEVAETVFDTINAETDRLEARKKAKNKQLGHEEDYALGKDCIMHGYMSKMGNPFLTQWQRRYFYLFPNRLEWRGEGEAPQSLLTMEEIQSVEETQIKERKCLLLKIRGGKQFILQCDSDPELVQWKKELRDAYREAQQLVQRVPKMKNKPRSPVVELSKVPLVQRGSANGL
# CR mimetic SO – reduction of superoxide in aged yeast, primary screen, HTS | S. cerevisiae aged cells, superoxide DHE fluorescence; active compounds read low | 0.18% of 330,000 active | superoxide response (% of plate mean), % at 10 µM;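 active = superoxide response under a set limit, about three screen SD below normal, cut at about 65% in these data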;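 also: yeast aged for seven days with compound at 30 °C before DHE staining; 100% = average MFI of all compound-treated wells on the plate with controls excluded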
# CIT2-GFP yeast – modulators of CIT2-GFP expression in yeast, primary screen, S. cerevisiae, GFP fusion, multiplex flow cytometry, MLPCN library | GFP response vs DMSO, % at 10 µM | 0.065% of 320,000 active | S. cerevisiae CIT2-GFP strain, 3 h; 100 means same as DMSO wells | AID 2029, 2009;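 active = GFP response relative to DMSO above a set limit, near the screen mean plus 3 SD, cut at about 150% in these data; inconclusive = Fewer than 70 cells measured for a yeast strain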;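 also: ratio of well median GFP fluorescence to mean of DMSO wells on the plate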
# VLA-4 inh – inhibition in human VLA-4 binding assay, primary screen, VLA-4 allosteric modulator project, MLPCN library, flow cytometry, VLA-4 expressing cells; 0.2% of 330,000 active; inhibition, % (about 7 µM as worked out from the volumes in the protocol); ligand binding flow cytometry; AID 2557, 2010; Integrin alpha-4 (Homo sapiens), P13612; in the data active = inhibition above about 50%
# An asterisk follows results filed as active; ? = inconclusive; · = not tested or not shown; [ ] = remark or other dose.
SMILES,AGP1-GFP MLPCN,LAP4-GFP MLPCN,MEP2 TOR yeast,RPL19A-GFP yeast,GRK2 aptamer HTS,CR mimetic SO,CIT2-GFP yeast,VLA-4 inh
COc1ccccc1OCC(=O)OC/C(O)=C(\C#N)c1nc2ccccc2[nH]1,110.0,89.6,102.8,108.0,0.0,72.7,116.5,-6.9
O=C(Nc1ccccc1)N1CCCC(c2nc(-c3ccc(F)cc3)no2)C1 (stereo unspecified),96.2,106.7,100.8,98.2,4.0,101.9,·,-5.8
O=C(NC(=S)Nc1ccc(S(=O)(=O)Nc2ncccn2)cc1)c1ccc(Br)cc1,99.2,99.5,101.0,95.8,0.0,93.3,97.6,-4.2
COc1ccc(-c2nn(-c3ccccc3)cc2C(N)=O)cc1OC,98.9,99.2,107.5,100.5,0.0,88.4,98.9,11.0
O=C(c1cc(S(=O)(=O)N2CCN(c3ccccc3)CC2)ccc1Cl)N1CCCCCCC1,102.8,103.6,95.7,101.0,0.0,99.6,100.4,0.5
COc1ccc(CNc2nc3ccccc3s2)cc1OC,95.8,99.0,111.5,106.1,0.0,109.5,103.5,13.9
COc1ccccc1NC(=O)CN(Cc1ccco1)C(=O)c1cncc(Br)c1,19.7[may fluoresce violet],86.5[may fluoresce violet],363.8*[may fluoresce violet],48.7*[may fluoresce violet],4.0,94.4,?,-1.4
CC(C)CCNC(=O)C(C)N(Cc1ccc(F)cc1)C(=O)c1ccc(CN2CCOCC2)o1 (stereo unspecified),98.3,94.7,102.8,102.1,5.0,103.8,98.0,5.7
Cc1ccc(S(=O)(=O)N2CCOCC2)cc1NC(=O)C(c1ccc(Cl)cc1)C(C)C (stereo unspecified),91.1,93.5,86.4,86.9,0.0,110.9,81.4,-13.8
Cc1cc(C)c2c(=O)n(CC(=O)NC3CCCC3)sc2n1,107.6,123.2,91.5,95.8,0.0,90.1,87.5,4.1
O=S(=O)(O)c1ccc(N=NNc2ccc(Br)cc2)cc1,93.0,93.1,98.5,104.2,0.0,88.3,102.2,8.3
CC(=O)c1c(O)cc(C)n(Nc2nc(C)cc(C)n2)c1=O,99.5,104.2,108.5,104.3,0.0,101.9,107.5,6.6
O=C(COC(=O)c1ccc2c(c1)OCCO2)Nc1cc(S(=O)(=O)N2CCOCC2)ccc1Cl,101.8,105.0,101.5,98.6,1.0,102.8,101.3,1.5
CC(C)N=c1c([N+](=O)[O-])nn(C)n1O,98.5,115.8,95.2,96.8,0.0,113.1,92.2,6.8
Cc1cccc(NC(=O)CSc2nnc(NC(=O)c3ccco3)s2)c1,85.3,72.4,89.4,98.7,6.0,89.7,86.5,15.6
Cn1nc(-c2ccc(C(=O)Nc3cccnc3)cc2)c2ccccc2c1=O,99.9,93.0,109.5,93.7,1.0,106.2,99.5,2.8
COc1ccc(-c2nn(-c3ccccc3)cc2/C=N/N2C(=O)CSC2=S)cc1,94.0,104.4,96.3,97.0,1.0,129.1,98.8,2.6
CCCn1nnc(NC(=O)c2sc3ccccc3c2Cl)n1,96.8,115.4,96.4,95.5,1.0,104.7,101.3,-4.9
O=C(Cc1ccc(Br)c2ccccc12)N/N=C/c1ccccn1,95.2,103.8,94.2,104.7,0.0,129.3,94.5,4.9
COc1ccc(OC)c(NC(=S)NCC(c2cccnc2)N2CCOCC2)c1 (stereo unspecified),98.3,89.9,97.8,108.9,0.0,83.6,101.3,1.0
CCCNS(=O)(=O)c1cccc(C(=O)NC2CCCc3ccccc32)c1 (stereo unspecified),99.2,95.9,97.3,99.3,0.0,105.0,96.5,2.8
O=C(NCCCN1CCN(Cc2ccccc2)CC1)C1CCN(S(=O)(=O)N2CCCC2)CC1,88.7,77.7,99.2,114.1,0.0,97.1,79.3,-1.1
COc1ccccc1OC(=O)c1ccc(SC)cc1OC,82.6,103.9,90.1,95.6,1.0,122.0,65.9,3.4
CSc1nnc2c(n1)OC(c1ccccn1)N(C(C)=O)c1ccccc1-2 (stereo unspecified),102.2,94.0,100.4,105.6,1.0,116.7,105.9,-5.9
Cc1ccc(S(=O)(=O)N2CCN(C(=O)c3ccc4ccccc4n3)CC2)c(C)c1,94.7,103.3,94.8,94.3,0.0,99.7,95.8,3.8
# Further structures.
SMILES,AGP1-GFP MLPCN,LAP4-GFP MLPCN,MEP2 TOR yeast,RPL19A-GFP yeast,GRK2 aptamer HTS,CR mimetic SO,CIT2-GFP yeast,VLA-4 inh
COc1ccc(CNC(=O)c2ccc3c(c2)N(C)CCS3)cc1,95.5,100.9,100.7,96.7,0.0,84.0,104.2,9.1
Cc1c(NC(=O)c2ccc(N3CCCC3)c([N+](=O)[O-])c2)cccc1-c1nc2ccccc2s1,103.2,103.5,99.2,96.0,1.0,86.8,97.0,-25.8
CCc1ccc(N(CC(=O)NC(C)(C)C)C(=O)CCC(=O)Nc2ccccn2)cc1,102.3,99.6,106.7,102.9,0.0,103.1,104.3,-0.7
CN(CC(=O)Nc1ccc(Cl)c(C(F)(F)F)c1)C(=O)C1CC(=O)N(C2CCCC2)C1 (stereo unspecified),95.1,98.1,98.2,99.0,0.0,98.1,92.1,-7.2
CCCN(CC(=O)Nc1ccccc1C)C(=O)c1ccc2c(c1)S(=O)(=O)N=C1CCCCCN12,93.0,92.0,95.4,92.7,1.0,95.5,89.5,1.2
CCC(C)(C)NC(=S)Nc1ccccc1C,?,105.5,?,97.3,4.0,115.4,87.8,-12.1
Cc1oc2ccccc2c1CC(=O)NCCCN(C)C,96.8,105.0,91.3,91.0,5.0,109.3,86.3,2.5
COc1cc(C(CC(=O)N2CCCC2)c2c(OC)cc(OC)c3ccc(=O)oc23)cc(OC)c1OC (stereo unspecified),105.2,97.8,105.7,103.8,7.0,104.2,99.8,-13.4
CCOc1ccc(CNC(=O)c2ccc3nc(N4CCOCC4)sc3c2)cc1,97.0,91.1,96.6,97.4,0.0,107.6,97.7,6.2
Nc1nonc1/C(=N/O)N1CCN(CCO)CC1,114.0,115.1,119.2,90.0,0.0,101.3,108.0,-2.3
CC(=O)C[C@H]1c2cc(C(F)(F)F)ccc2S(=O)(=O)N1c1ccccc1,76.0,96.8,84.0,92.3,3.0,92.7,72.4,-1.6
C=CCOc1ccc(C=Nc2ccc(C)c(Cl)c2)c(O)c1,94.4,87.3,104.9,102.4,0.0,98.2,97.0,16.8
COC(=O)c1cccc(S(=O)(=O)N2CCC(c3nc4ccccc4o3)CC2)c1,109.1,100.9,109.6,99.6,0.0,100.3,100.7,7.2
OCC(O)/C=N/Nc1nc2ccccc2s1 (stereo unspecified),101.0,97.7,106.7,102.2,8.0,86.5,104.0,22.7
CC1CCN(C(=O)CN2C(=O)NC(c3ccccc3)(c3ccccc3)C2=O)CC1,97.3,100.0,91.6,97.4,3.0,90.9,96.4,6.7
COCCCNS(=O)(=O)c1ccc(SC)cc1,95.5,92.1,103.2,100.3,1.0,89.0,103.7,10.2
C[C@@]12C(=O)Nc3ccc(Br)cc3C(=O)N1[C@H]1c3ccccc3OC[C@@H]1[C@@H]2c1ccccc1,92.1,117.0,92.8,90.5,1.0,65.7,73.2,-3.6
CCCCn1c(SCC(=O)NCc2ccco2)nc2ccc(N3CCOCC3)cc2c1=O,101.2,93.0,104.3,101.6,1.0,103.9,95.1,15.6
O=C(/C=C/c1ccc(Cl)cc1Cl)NC(=S)Nc1ccc(CN2CCOCC2)cc1,99.8,95.4,97.6,101.2,0.0,88.1,94.5,12.5
COc1ccc(CCN(C)C(=O)c2ccc(S(=O)(=O)Nc3ccccc3F)cc2)cc1OC,95.8,97.8,93.0,91.1,2.0,101.3,99.6,1.3
CCN(c1ccccc1)S(=O)(=O)c1ccc(OC)c(NC(=O)c2cccs2)c1,99.5,100.2,93.0,97.5,0.0,107.5,93.4,11.1
COc1cccc(NC(=O)c2cn(C)c(=O)c3cc(OC)c(OC)cc23)c1,100.3,98.0,100.7,101.0,0.0,84.3,96.6,10.6
CC1=NN(c2nc(-c3ccc(C)cc3)cs2)C(=O)C1N=Nc1cccc(O)c1 (stereo unspecified),98.7,103.2,92.9,95.7,1.0,119.0,93.0,-29.7
Cc1ccc(C(=O)OC(C)C(=O)N(C)C2CCCCC2)cc1S(=O)(=O)N1CCCCC1 (stereo unspecified),94.7,108.6,95.5,96.8,0.0,93.2,89.0,-2.9
CCOc1cc2[nH]c(=O)n(CCCC(=O)NCc3ccc(OC)cc3)c(=O)c2cc1OCC,99.3,111.5,108.5,100.6,0.0,102.3,98.2,3.5
# Next entries follow:
SMILES,AGP1-GFP MLPCN,LAP4-GFP MLPCN,MEP2 TOR yeast,RPL19A-GFP yeast,GRK2 aptamer HTS,CR mimetic SO,CIT2-GFP yeast,VLA-4 inh
Cc1ccc([N+](=O)[O-])cc1NC(=O)C(C)NS(=O)(=O)c1ccc(F)cc1 (stereo unspecified),96.0,116.1,98.6,96.0,0.0,104.7,91.9,1.4
COc1cc(CNc2nc3c(C)cc(C)cc3s2)ccc1O,91.4,95.4,104.2,102.9,1.0,99.3,94.1,7.3
COc1ccccc1N(CC(=O)NC1CCCCC1)S(=O)(=O)c1ccccc1,94.9,91.5,95.0,96.7,3.0,99.7,99.2,-15.2
CC(C)(C)OC(=O)C[C@H]1C/C=C\C[C@H](CC(=O)NCCO)C(=O)NCCOC1=O,91.8,95.5,97.9,91.6,15.0,89.4,87.2,6.8
CCN(Cc1ccccc1)C(=O)COC(=O)c1cc(=O)[nH]c2ccccc12,102.4,100.6,105.3,102.0,0.0,119.3,103.4,1.7
Cc1cc([N+](=O)[O-])nn1Cc1ccc(C(=O)N/N=C/c2ccc(F)cc2)cc1,111.5,94.3,90.7,93.4,0.0,94.5,106.1,-2.8
COc1ccc(-c2nnc(-c3cc(OC)c(OC)c(OC)c3)o2)cc1OC,95.7,96.7,105.5,91.1,0.0,84.9,107.6,4.4
COCCNC(=O)NC(=O)CN1C(=O)NC(Cc2c[nH]c3ccccc23)C1=O (stereo unspecified),97.0,93.7,97.0,98.2,0.0,95.0,97.2,2.3
CN1CCN(c2nc3c(c(=O)[nH]c(=O)n3C)n2CC(N)=O)CC1,97.9,98.0,102.8,96.2,0.0,101.9,97.6,3.3
CCNC(=O)N1C(=O)C2(OCCO2)c2ccccc21,110.0,118.3,107.1,102.3,6.0,97.7,115.8,4.1
O=C(CCNC(=O)c1ccccc1Cl)Nc1nc(-c2ccc(F)cc2)cs1,103.0,94.0,98.2,103.9,0.0,118.4,100.8,8.0
Cc1c(C(=O)c2ccccc2)oc2ccc3ccccc3c12,110.5,112.1,103.1,100.2,3.0,83.5,104.2,6.8
CC(C(=O)N1CCCC1)N(C)CC(=O)Nc1cccc(F)c1 (stereo unspecified),95.2,106.6,119.7,92.0,0.0,83.0,82.4,9.5
O=c1[nH]cc(-c2ccccc2)c(=O)[nH]1,101.5,101.2,104.5,104.6,0.0,98.7,104.2,1.8
COc1cc(/C=C2\SC(=S)N(NC(C)=O)C2=O)ccc1OC(=O)c1ccco1,94.3,94.8,100.8,99.0,0.0,101.3,93.5,0.0

# Three of the entries above in order of the AGP1-GFP MLPCN value, falling:
molecule,AGP1-GFP MLPCN
O=C(CCNC(=O)c1ccccc1Cl)Nc1nc(-c2ccc(F)cc2)cs1,103.0
O=c1[nH]cc(-c2ccccc2)c(=O)[nH]1,101.5
CN1CCN(c2nc3c(c(=O)[nH]c(=O)n3C)n2CC(N)=O)CC1,97.9

# Look-ups from above:
# Cn1nc(-c2ccc(C(=O)Nc3cccnc3)cc2)c2ccccc2c1=O – CR mimetic SO = 106.2
# CCOc1cc2[nH]c(=O)n(CCCC(=O)NCc3ccc(OC)cc3)c(=O)c2cc1OCC – RPL19A-GFP yeast = 100.6
